JMJD2C inh: inhibitors of human GASC-1 (JMJD2C) demethylase. inhibition, % at 2.35 µM. Q9H3R0. actives 0.069% (n = 330,000). GST-JMJD2C(1-420) H3K9me3 demethylation, DELFIA europium;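 active = more than half of a compound's replicate wells show inhibition beyond 50%, single wells judged on their own value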;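 also: signal counts dimethyl H3K9 product captured on neutravidin plate; 0% = median of DMSO wells and 100% = 0.3 times that DMSO median; strong numbers were not always called active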
Target sequence (Q9H3R0 1-420 limits assumed): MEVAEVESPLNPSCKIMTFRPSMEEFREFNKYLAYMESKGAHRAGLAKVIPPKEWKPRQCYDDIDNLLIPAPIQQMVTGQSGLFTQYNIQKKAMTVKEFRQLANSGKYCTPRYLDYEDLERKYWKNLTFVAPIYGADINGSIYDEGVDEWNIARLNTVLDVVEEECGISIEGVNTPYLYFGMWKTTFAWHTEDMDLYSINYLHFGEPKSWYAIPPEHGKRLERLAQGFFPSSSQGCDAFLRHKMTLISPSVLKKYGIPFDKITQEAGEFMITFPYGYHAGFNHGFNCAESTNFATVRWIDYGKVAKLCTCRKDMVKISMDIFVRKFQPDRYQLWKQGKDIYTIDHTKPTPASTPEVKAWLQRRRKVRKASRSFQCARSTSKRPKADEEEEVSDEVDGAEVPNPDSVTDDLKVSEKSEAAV
Starred values were filed as active, the others as inactive. Only part of the results is shown; rates above refer to the full screens.

CC(C)(C)C1CCc2sc(C(=O)NNC(=O)CCl)cc2C1 (stereo not given) was read as JMJD2C inh 11.
`Cc1ccc(-c2nn(C)c(=O)c3ccccc23)cc1CNC(=O)Cn1nc(-c2ccccc2)c2ccccc2c1=O` gave JMJD2C inh -2.
`CS(=O)(=O)c1ccc(C(=O)OCc2nnc(-c3ccccc3)o2)cc1[N+](=O)[O-]` gave JMJD2C inh 6.
Screening COc1ccc(NC(=O)NC2(C)CCS(=O)(=O)C2)cc1 (stereo not given) returned JMJD2C inh -10.
CC(=O)c1ccc(OCc2cc(C(=O)N(C)C(C)c3nccs3)no2)cc1 (stereo not given) was read as JMJD2C inh -19.
`C/C(Cl)=C/Cn1c(SCc2ccc(Cl)cc2)nc2c1c(=O)[nH]c(=O)n2C` gave JMJD2C inh 5.
Screening CC(C)CN(C(=O)C1CCCC1)C1CCS(=O)(=O)C1 (stereo not given) returned JMJD2C inh -4.
O=C(Cc1ccccc1)NNC(=O)c1ccc(Br)o1 was read as JMJD2C inh -3.
`Cc1ccc(Nc2nnc(SCC(=O)NCc3ccco3)s2)cc1` gave JMJD2C inh 3.
COc1ccccc1CN1CCCC(C(=O)N(C)Cc2ccccc2)C1 (stereo not given) was read as JMJD2C inh -4.
O=C(NCCc1ccc(F)cc1)c1cc(-c2ccncc2)nc2ccccc12 was read as JMJD2C inh 38.
For Cc1ccc(OCc2cc(C(=O)N(C)CCc3nc4ccccc4[nH]3)no2)cc1C the results were JMJD2C inh -9.
COc1ccc(C(=O)C2CCCN(C(=O)c3cccc(N4CCCC4=O)c3)C2)cc1OC (stereo not given) was read as JMJD2C inh 7.
Screening COc1ccc(CNc2ccccn2)c(O)c1 returned JMJD2C inh -1.
CC1(c2ccc([N+](=O)[O-])cc2)CC(C)(C)N(C(=O)c2ccccc2)c2ccccc21 (stereo not given) was read as JMJD2C inh -31.
For O=C(c1cc(COc2ccc(F)c(F)c2)on1)N1CCN(C/C=C/c2ccccc2)CC1 the results were JMJD2C inh -8.
For Cc1cc(C(=O)N2CCCC2)n[nH]1 the results were JMJD2C inh -5.
Screening Oc1c(Cl)cc(Cl)c2c1NCCC2 returned JMJD2C inh -34.
Screening COc1cc(/C=N/NC(=O)Nc2cccc3nsnc23)cc(OC)c1OC returned JMJD2C inh -8.
O=C(CSc1nc2c(oc3ccccc32)c(=O)n1CC1CCCO1)NCc1ccc(F)cc1 (stereo not given) was read as JMJD2C inh 7.
Screening Cc1ccc(-n2c(O)c(C=Nc3ccccc3-c3n[nH]c(=S)[nH]c3=O)c3ccccc3c2=O)cc1C returned JMJD2C inh 20.
For O=C1Nc2ccccc2/C1=N/N=C/c1ccc(-c2ccc([N+](=O)[O-])cc2)o1 the results were JMJD2C inh -3.
For COC(C[C@H]1O[C@H]1[C@@H](O)COCc1ccccc1)OC the results were JMJD2C inh -7.
For Cc1cc(OCC(=O)NNC(=O)c2cnccn2)cc(C)c1Cl the results were JMJD2C inh 85.
For O=[N+]([O-])c1cc(/C=N\Nc2nccs2)ccc1O the results were JMJD2C inh 0.
Screening COC(=O)CSc1nc2sc3c(c2c(=O)n1-c1ccc(OC)cc1)CCN(C)C3 returned JMJD2C inh 2.
For O=S1(=O)N=C(N(CCO)/N=C/c2ccccc2)c2ccccc21 the results were JMJD2C inh 33.
Screening Cc1nn(-c2ccccc2)c2sc(C(=O)N3CCc4ccccc4C3)cc12 returned JMJD2C inh -7.
For Cc1ccn(CC(=O)N2CCCC(N3CCN(c4ccccc4F)CC3)C2)n1 (stereo not given) the results were JMJD2C inh -7.
O=C(NCCc1cccnc1)C1CCC(=O)N(Cc2ccc(Cl)cc2)C1 (stereo not given) was read as JMJD2C inh 5.
For Cc1ccc(Oc2ccc(C(=O)NCc3ccncc3)cc2)cc1 the results were JMJD2C inh -2.
`CC1(C)Cc2c(ccc3ccccc23)C2=C(C(=O)N3CCCC3)C(=O)C(=O)N21` gave JMJD2C inh -27.
For COc1cccc(CC(NC(C)=O)C(=O)NC2CCN(C(=O)c3ccncc3)CC2)c1OC (stereo not given) the results were JMJD2C inh -5.
`CCN1C(=O)/C(=C\c2ccc(-c3ccc([N+](=O)[O-])cc3OC)o2)SC1=Nc1cccc(C(=O)O)c1` gave JMJD2C inh -18.
Screening CCOC(=O)C1=C(C)OC(N)=C(C#N)C1c1c(C)nn(-c2ccc(C)cc2)c1Cl (stereo not given) returned JMJD2C inh 34.
`Cc1nn(Cc2c(F)c(F)c(F)c(F)c2F)c(C)c1NC(=O)c1ccc(COc2ccccc2Cl)cc1` gave JMJD2C inh -8.
Cc1cc(C(=O)COc2nncc3ccccc23)c(C)n1C was read as JMJD2C inh 12.
For Cc1cc(NC(=O)CSc2nc3c([nH]c4ccccc43)c(=O)n2-c2cccc(C(F)(F)F)c2)no1 the results were JMJD2C inh -2.
Screening Cc1[nH]n(C(N)=S)c(=O)c1N=Nc1ccc2ccccc2c1 returned JMJD2C inh -1.
Screening NC(=O)C1CCN(C(=O)CSc2nc3ccccc3o2)CC1 returned JMJD2C inh -18.

Continued; it opens with the 4 that closed the last part.
Cc1cc(C(=O)COc2nncc3ccccc23)c(C)n1C was read as JMJD2C inh 12.
For Cc1cc(NC(=O)CSc2nc3c([nH]c4ccccc43)c(=O)n2-c2cccc(C(F)(F)F)c2)no1 the results were JMJD2C inh -2.
Screening Cc1[nH]n(C(N)=S)c(=O)c1N=Nc1ccc2ccccc2c1 returned JMJD2C inh -1.
Screening NC(=O)C1CCN(C(=O)CSc2nc3ccccc3o2)CC1 returned JMJD2C inh -18.
`O=c1[nH]c2ccccc2n1CCCN1CCN(C(c2ccccc2)c2ccccc2)CC1` gave JMJD2C inh 8.
Screening Cc1ccc(N2CC(C)Cn3c2nc2c3c(=O)[nH]c(=O)n2C)cc1 (stereo not given) returned JMJD2C inh 10.
Screening Cc1cc2cc(CN(Cc3cccs3)C(c3nnnn3C(C)(C)C)C(C)C)c3nnnn3c2cc1C (stereo not given) returned JMJD2C inh 6.
For O=C(CN1C(=O)CCS(=O)(=O)c2ccccc21)Nc1ccc2c(c1)OCCO2 the results were JMJD2C inh -4.
For CCN1CCN(C(=O)N(CC(=O)Nc2ccc(C(N)=O)cc2)S(=O)(=O)c2ccc(C)cc2)CC1 the results were JMJD2C inh 12.
Screening CC12CN3CC(C)(CN(C1)C3c1ccc3c(c1)OCO3)C2=O (stereo not given) returned JMJD2C inh -27.
`COc1c(C)cccc1C(=O)NC(=S)Nc1cccc2nsnc12` gave JMJD2C inh 11.
Screening CCOC(=O)N1CCN(C2CCCN(C(=O)c3ccccc3C(F)(F)F)C2)CC1 (stereo not given) returned JMJD2C inh 3.
For Cc1cccc(N(C(=O)c2snc(C(N)=O)c2N)C(C(=O)NC2CCCC2)c2ccco2)c1 (stereo not given) the results were JMJD2C inh -7.
For Cc1ccc(OCCSc2ncccn2)c(C)c1 the results were JMJD2C inh 8.
CCCCCOc1ccc(Br)cc1CSC(=N)N was read as JMJD2C inh -8.
Cc1ccc(S(=O)(=O)N2CCOCC2)cc1C(=O)OCC(=O)N1CCc2ccccc2C1 was read as JMJD2C inh 2.
Screening CCCN1CCc2c(sc3nc(SCC)n(-c4ccc(OC)cc4)c(=O)c23)C1 returned JMJD2C inh 5.
`CCCCCCN(C(=O)CCCCCN1C(=O)NC(c2ccc(C3CCCCC3)cc2)C(C(=O)OCc2ccccc2)=C1C)C(C(=O)NCCCC)c1ccc(OCC(=O)OC)c(C(=O)OC)c1` (stereo not given) gave JMJD2C inh -9.
CC(=O)Nc1c(-c2cc(=O)oc3cc(C)ccc23)oc2ccccc12 was read as JMJD2C inh -14.
For Cc1ccc(S(=O)(=O)N(C)C)cc1NC(=S)NC12CC3CC(CC(C3)C1)C2 the results were JMJD2C inh -12.
Screening CC(=O)Nc1ccc(NC(=O)CSc2nc3c(=O)n(C)c(=O)n(C)c3n2C)cc1 returned JMJD2C inh 6.
For COc1ccc(N(CC(=O)NCCC(C)C)C(=O)c2snc(C(=O)NC3CCCCC3)c2N)c(OC)c1 the results were JMJD2C inh -15.
O=C(Nc1ccccc1)C(c1ccccc1)C1CCCC1 (stereo not given) was read as JMJD2C inh 2.
Screening C/C(=N/NC(=O)C1CCCN1C(=O)c1ccc([N+](=O)[O-])cc1)c1ccc(Br)cc1 (stereo not given) returned JMJD2C inh 1.

Quoted at random: 6 records from the list
Cc1ccc(S(=O)(=O)N2CCOCC2)cc1C(=O)OCC(=O)N1CCc2ccccc2C1 was read as JMJD2C inh 2.
Screening CC(=O)Nc1ccc(NC(=O)CSc2nc3c(=O)n(C)c(=O)n(C)c3n2C)cc1 returned JMJD2C inh 6.
O=C(Nc1ccccc1)C(c1ccccc1)C1CCCC1 (stereo not given) was read as JMJD2C inh 2.
For Cc1ccc(S(=O)(=O)N(C)C)cc1NC(=S)NC12CC3CC(CC(C3)C1)C2 the results were JMJD2C inh -12.
For COc1ccc(N(CC(=O)NCCC(C)C)C(=O)c2snc(C(=O)NC3CCCCC3)c2N)c(OC)c1 the results were JMJD2C inh -15.
Screening CCCN1CCc2c(sc3nc(SCC)n(-c4ccc(OC)cc4)c(=O)c23)C1 returned JMJD2C inh 5.

More results:
`O=C1c2ccccc2C(=O)N1/N=C/c1ccc(O)c(O)c1O` gave JMJD2C inh 0.
Screening CC(=O)N1CC2(CC(=O)OC(C)C)CN(C(C)=O)CC(CC(=O)OC(C)C)(C1)C2=O returned JMJD2C inh -11.
Screening CC(=O)NCCc1nc2ccccc2n1CCc1ccccc1 returned JMJD2C inh 16.
COc1cc2cc(CN(Cc3nnnn3Cc3ccccc3)CC3CCCO3)c(=O)[nH]c2cc1OC (stereo not given) was read as JMJD2C inh 12.
CCOc1c(Cl)cc(CNc2ccc(N3CCCC3)cc2)cc1OC was read as JMJD2C inh -35.
Screening Cc1ccc(S(=O)(=O)N2C(=S)SCC2(C)C)cc1 returned JMJD2C inh -12.
`O=C(CSC(=S)N1CCSCC1)c1ccccc1` gave JMJD2C inh 1.
For CCC(OC(=O)C(C)N1C(=O)C(=O)c2ccccc21)C(=O)Nc1ccccc1OC (stereo not given) the results were JMJD2C inh -4.
For CCn1c(CNc2nc(-c3ccccc3)cs2)nnc1SCC(=O)NCc1ccco1 the results were JMJD2C inh 8.
OCCNc1nc2ccccc2n1-c1ncnc2sc3c(c12)CCC3 was read as JMJD2C inh -23.
Screening Cc1ccc(-n2c(SCC(=O)NCc3ccc4c(c3)OCO4)nnc2-c2cccnc2)c(C)c1 returned JMJD2C inh -3.
For CC(=O)N/C(=N/c1nc(C)cc(C)n1)Nc1ccc(C)cc1Cl the results were JMJD2C inh -5.
COc1ccc(CCNC(=O)C2CCCN(c3nn4c(=O)cc(C)nc4s3)C2)cc1OC (stereo not given) was read as JMJD2C inh -11.
Screening CCN1CCN(c2nc(SC)nc3sc4c(c23)CC(C)(C)OC4)CC1 returned JMJD2C inh 12.
For CCc1ccc(S(=O)(=O)/N=C2\C=C(NS(=O)(=O)c3ccccc3)C(=O)c3ccccc32)cc1 the results were JMJD2C inh -1.
COC(=O)C1=CN(Cc2ccc(OC)c(OC)c2)C=C(C(=O)OC)C1c1cccs1 was read as JMJD2C inh -33.
`Cn1cc(Br)c(C(=O)N/N=C/c2cc3c(cc2Cl)OCO3)n1` gave JMJD2C inh -6.
Screening Cc1cc(C)n(-c2nc3sc4c(c3c3nnc(SCC(N)=O)n23)CC(C)(C)OC4)n1 returned JMJD2C inh 11.
Screening CCN(CC)CCCN1C(=O)C(O)=C(C(C)=O)C1c1cccc(OC)c1 (stereo not given) returned JMJD2C inh -15.
For COc1ccccc1CNc1ncnc2cc(Cl)ccc12 the results were JMJD2C inh -1.
CCCC(=O)n1nc(-c2cccnc2)nc1NCc1cccs1 was read as JMJD2C inh 6.
For NC(=O)c1ccc2nc(NC(=O)c3ccc(N)cc3)sc2c1 the results were JMJD2C inh -9.
Cc1ccc(-n2ncc3c(=O)n(CC(=O)N4CCCc5ccccc54)cnc32)cc1C was read as JMJD2C inh 11.
O=C1C=C(Nc2ccccc2)c2ccccc2C1=O was read as JMJD2C inh -21.
`COCCOC(=O)C1=C(C)NC(SCC(=O)NC(C)(C)C)=C(C#N)C1c1ccco1` (stereo not given) gave JMJD2C inh 15.
Cc1ccc(C2CC(=O)c3cnc(NC(=O)c4ccco4)nc3C2)cc1 (stereo not given) was read as JMJD2C inh 6.
For COc1cc(/C=C2\SC(=O)N(c3ccccc3Cl)C2=O)cc([N+](=O)[O-])c1O the results were JMJD2C inh -3.
`O=C(NC1c2ccccc2-c2ccccc21)N1CCCCC1` gave JMJD2C inh -8.
For O=C(O)CSc1cc(NS(=O)(=O)c2cccc([N+](=O)[O-])c2)c2ccccc2c1O the results were JMJD2C inh -9.
`CCCNC(=O)c1nnsc1S(=O)c1ccc(Cl)cc1` (stereo not given) gave JMJD2C inh -13.

Copied from above, 2 compounds:
CCCC(=O)n1nc(-c2cccnc2)nc1NCc1cccs1 was read as JMJD2C inh 6.
For NC(=O)c1ccc2nc(NC(=O)c3ccc(N)cc3)sc2c1 the results were JMJD2C inh -9.

Among those listed so far, two contain a COOH group:
`CCN1C(=O)/C(=C\c2ccc(-c3ccc([N+](=O)[O-])cc3OC)o2)SC1=Nc1cccc(C(=O)O)c1` gave JMJD2C inh -18.
For O=C(O)CSc1cc(NS(=O)(=O)c2cccc([N+](=O)[O-])c2)c2ccccc2c1O the results were JMJD2C inh -9.

Next entries
Cc1ccc(CNC(=O)C2CCN(C(=O)Nc3ccc(C)cc3)CC2)cc1 was read as JMJD2C inh -10.
`CCN(Cc1ccccc1)S(=O)(=O)c1cc2c3c(c1)CCN3C(=O)CC2` gave JMJD2C inh 0.
N=C1S/C(=C\c2ccc(-c3ccccc3C(=O)O)o2)C(=O)N1c1ccc2c(c1)OCO2 was read as JMJD2C inh 7.
Screening O=c1[nH]c(=S)[nH]c(O)c1N=Nc1ccc(-c2ccccc2)cc1[N+](=O)[O-] returned JMJD2C inh 10.

Screening data as filed in PubChem.
